Bioassay records as filed in PubChem BioAssay.
GSTO1 inh: inhibitors of recombinant GSTO1, primary screen, counter-screen for RBBP9 inhibitor project, biochemical, fluorescence polarization; Glutathione S-transferase omega-1 (Homo sapiens), P78417; activity-based probe fluorescence polarization; inhibition, % at 5.96 µM; actives 1.1% (n = 300,000); AID 1974, 2009;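 active = inhibition above the campaign mean inhibition plus 3 SD, cut at about 35% in these data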;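 also: 0% = GSTO1-1 with DMSO and 100% = wells lacking GSTO1-1 enzyme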
Target sequence (P78417 whole entry, looked up): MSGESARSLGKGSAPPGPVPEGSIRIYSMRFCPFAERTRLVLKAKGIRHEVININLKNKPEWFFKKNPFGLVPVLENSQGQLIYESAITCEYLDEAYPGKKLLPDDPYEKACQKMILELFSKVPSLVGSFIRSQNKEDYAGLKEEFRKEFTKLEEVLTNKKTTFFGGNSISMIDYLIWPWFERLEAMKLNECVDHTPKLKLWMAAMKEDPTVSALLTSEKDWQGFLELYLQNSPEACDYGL
PAD4 FP inh: human PAD4 inhibitors, primary screen, biochemical, fluorescence polarization, 1536-well format; inhibition, % at 6.36 µM; actives 0.41% (n = 330,000); Protein-arginine deiminase type-4 (Homo sapiens), Q9UM07; recombinant PAD4, RCA probe fluorescence polarization; AID 485272, 2010;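 active = percent inhibition above a cutoff equal to the mean of all tested compounds plus 3 SD, cut at about 15% in these data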;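 also: 0% = PAD4 with RCA probe and DMSO and 100% = probe without PAD4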
PME-1 primary: PME-1 inhibitors via competitive probe labeling, primary screen, biochemical, fluorescence polarization, FP-Rh probe, HTS; recombinant PME-1; inhibition, % at 5.9 µM; actives 0.53% (n = 320,000); AID 2130, 2009;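 active = inhibition above the campaign mean of all compounds plus 3 SD, cut at about 26% in these data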;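 also: competitive labeling of PME-1 active site by serine hydrolase directed probe; 0% = PME-1 with DMSO and 100% = wells lacking PME-1 enzyme; inhibitors block probe labeling so polarization falls and inhibition rises; many of its hits are not listed in these tables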
Target sequence (Q9Y570 whole entry, looked up): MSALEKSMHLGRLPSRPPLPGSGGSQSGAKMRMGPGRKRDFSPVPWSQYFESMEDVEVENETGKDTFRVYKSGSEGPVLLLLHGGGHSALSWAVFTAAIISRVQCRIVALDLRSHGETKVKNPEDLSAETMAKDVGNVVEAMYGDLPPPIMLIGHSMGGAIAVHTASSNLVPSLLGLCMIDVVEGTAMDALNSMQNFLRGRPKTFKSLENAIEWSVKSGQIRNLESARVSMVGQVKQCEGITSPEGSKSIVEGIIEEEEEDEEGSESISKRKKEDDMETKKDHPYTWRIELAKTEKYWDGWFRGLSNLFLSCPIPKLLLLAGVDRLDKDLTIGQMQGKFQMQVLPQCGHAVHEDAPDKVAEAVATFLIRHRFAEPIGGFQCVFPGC
PAFAH1B2 FP inh: PAFAH1B2 enzyme inhibitors, primary screen, biochemical, fluorescence polarization, human | recombinant PAFAH1B2, FP-rhodamine activity probe | inhibition, % at 3.39 µM | actives 1.2% (n = 340,000) | AID 492953, 2010;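 active = inhibition above the mean of all tested compounds plus 3 SD, cut at about 24% in these data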;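 also: 0% = enzyme with DMSO and 100% = wells lacking PAFAH1B2; many of its hits are not listed in these tables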
Target sequence (P68402 whole entry, looked up): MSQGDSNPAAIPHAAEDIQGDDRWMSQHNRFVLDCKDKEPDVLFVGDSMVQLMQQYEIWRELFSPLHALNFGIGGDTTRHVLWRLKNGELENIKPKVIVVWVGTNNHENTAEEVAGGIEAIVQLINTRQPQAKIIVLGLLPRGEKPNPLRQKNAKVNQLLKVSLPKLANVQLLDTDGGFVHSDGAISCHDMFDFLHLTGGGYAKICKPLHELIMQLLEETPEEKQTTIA
pPAFAH inh: pPAFAH enzyme inhibitors, primary screen, biochemical, fluorescence polarization, human; recombinant pPAFAH, FP-rhodamine probe fluorescence polarization; inhibition, % at 3.39 µM; actives 1.5% (n = 330,000); AID 463082, 2010;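 active = inhibition above the mean inhibition across the screen plus 3 SD, cut at about 25% in these data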;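 also: inhibitors block binding of the rhodamine activity-based probe so polarization drops; 0% = enzyme with DMSO and 100% = wells lacking pPAFAH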
LYPLA1 inh: LYPLA1 inhibitors, primary screen, counter-screen for PME1 inhibitor project, biochemical, fluorescence polarization, FP-Rh probe ABPP | Acyl-protein thioesterase 1 (Homo sapiens), O75608 | recombinant LYPLA1 | inhibition, % at 5.9 µM | actives 0.16% (n = 320,000);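 active = inhibition above the mean of all tested compounds plus 3 SD, set per campaign, cut at about 14% in these data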;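 also: inhibitors block serine hydrolase probe labeling of LYPLA1 so polarization falls; 0% = enzyme with DMSO and 100% = wells lacking LYPLA1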
PAFAH1B3 FP inh: PAFAH1B3 enzyme inhibitors, primary screen, biochemical, fluorescence polarization, human. Platelet-activating factor acetylhydrolase IB subunit alpha1 (Homo sapiens), Q15102. recombinant PAFAH1B3, FP-rhodamine probe. inhibition, % at 3.39 µM. actives 0.28% (n = 340,000);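 active = inhibition above the screen-wide average of all tested compounds plus 3 SD, cut at about 25% in these data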;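 also: 0% = enzyme with DMSO only and 100% = wells lacking PAFAH1B3 protein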
Target sequence (Q15102 whole entry, looked up): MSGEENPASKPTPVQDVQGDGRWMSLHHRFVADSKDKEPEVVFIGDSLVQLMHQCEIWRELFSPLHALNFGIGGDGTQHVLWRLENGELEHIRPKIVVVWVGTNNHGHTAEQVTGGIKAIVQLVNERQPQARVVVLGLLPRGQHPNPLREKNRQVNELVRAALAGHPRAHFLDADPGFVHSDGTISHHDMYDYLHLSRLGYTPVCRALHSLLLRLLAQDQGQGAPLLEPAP
PAFAH2 FP inh: PAFAH2 enzyme inhibitors, primary screen, biochemical, fluorescence polarization, human; Platelet-activating factor acetylhydrolase 2, cytoplasmic (Homo sapiens), Q99487; recombinant PAFAH2, FP-rhodamine activity probe; inhibition, % at 3.39 µM; actives 0.99% (n = 340,000); AID 492956, 2010;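 active = inhibition above the mean over all tested compounds plus 3 SD, cut at about 30% in these data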;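 also: inhibitors block probe labeling of enzyme so polarization drops; 0% = enzyme with DMSO and 100% = wells lacking PAFAH2 protein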
LYPLA2 inh: LYPLA2 inhibitors, primary screen, counter-screen for PME1 inhibitor project, biochemical, fluorescence polarization, FP-Rh probe ABPP. Acyl-protein thioesterase 2 (Homo sapiens), O95372. recombinant LYPLA2. inhibition, % at 5.9 µM. actives 0.38% (n = 320,000). AID 2177, 2009;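 active = inhibition above the screen-wide mean plus 3 SD, limit set per campaign, cut at about 26% in these data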;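 also: 0% = LYPLA2 with DMSO and 100% = wells lacking LYPLA2 enzyme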
* hit, by the source's call; . = no result given.

SMILES | GSTO1 inh | PAD4 FP inh | PME-1 primary | PAFAH1B2 FP inh | pPAFAH inh | LYPLA1 inh | PAFAH1B3 FP inh | PAFAH2 FP inh | LYPLA2 inh
CCOC(=O)Cc1csc(NC(=O)c2cc(C)on2)n1 | -1 | 1 | 6 | -3 | -3 | 0 | 7 | 5 | -4
Cc1ccccc1S(=O)(=O)Nc1nc2ccccc2nc1N1CCOCC1 | 5 | -4 | 9 | 4 | 2 | 2 | 7 | 0 | 0
CC(C)[C@H](NC(=O)N1c2ccccc2NC(=O)[C@@H]1C(C)C)C(=O)N[C@@H](Cc1c[nH]c2ccccc12)C(=O)O | -8 | -3 | 3 | 2 | 5 | 2 | -2 | -3 | 8
Cc1ccc(OCC(=O)NCCCNC(=O)c2ccc(C)nc2)cc1 | 0 | -2 | 4 | 1 | 4 | -2 | 3 | -4 | -1
COc1ccc(C(=O)NCc2ccccc2CN2CCCC2)cc1S(=O)(=O)Nc1ccc(C)cc1 | . | -5 | 1 | 8 | 25* | 2 | 2 | 2 | 0
CN1Cc2c(N3CCOCC3)nc(SCCC#N)c(C#N)c2CC1(C)C | 7 | -1 | -2 | 3 | 0 | -2 | -6 | 1 | -7
COc1ccc(C(C)=O)cc1CSc1nnc(-c2ccncc2)n1C | 2 | 2 | 1 | 1 | 9 | 1 | 9 | 7 | 3
CC(C)CC(=O)N[C@H](C(=O)N[C@H](C(=O)N[C@@H](CC(C)C)[C@@H](O)CC(=O)N[C@@H](C)C(=O)N[C@@H](CC(C)C)[C@@H](O)CC(=O)O)C(C)C)C(C)C | . | -4 | . | 1 | 3 | . | 9 | 17 | .
CCCCN(CCCC)C(=O)C[n+]1cccc(/C=N/O)c1 | 1 | -7 | -1 | 1 | 4 | -2 | 2 | -3 | 1
CCn1nnc(NC(=O)C(c2ccccc2)c2ccccc2)n1 | -3 | 2 | 2 | 1 | 1 | 1 | 7 | -5 | -7
O=C(Nc1ncn[nH]1)c1cc(S(=O)(=O)Nc2ccc(Cl)cc2)ccc1Cl | 0 | -2 | 0 | 15 | 8 | -2 | -3 | 3 | 3
Cc1ccc(-n2nc3c(=O)n(CC(=O)NCCC4=CCCCC4)nc(C)c3c2C)cc1 | 1 | 3 | -2 | 2 | 1 | -2 | 0 | -1 | -1
CSc1cccc(NC(=O)C2CCN(S(=O)(=O)c3cnc[nH]3)CC2)c1 | -2 | -3 | 2 | -1 | 1 | -4 | -1 | -6 | -4
O=C(NNc1ncnc2c1cnn2-c1ccccc1)c1ccco1 | -11 | -4 | -2 | 1 | 3 | -4 | -2 | -1 | -2
Nc1ncc2c(n1)CC(c1ccco1)CC2=O (stereo not given) | -2 | -6 | 1 | 9 | 1 | 2 | 4 | 2 | -1
CN1C(=O)/C(=C2/C=Cc3ccccc3N2CCCS(=O)(=O)O)SC1=S | 2 | -11 | 0 | 3 | 1 | 2 | 6 | 1 | 0
COC(=O)CSC(=S)N1CCCC(C)C1 (stereo not given) | -1 | -2 | 0 | 3 | 1 | 5 | 9 | 1 | 3
CN(C)C(=O)c1ccc(NC(=O)c2cccnc2)cc1 | 6 | -3 | 1 | -3 | 2 | -2 | -1 | -4 | -6
Cc1cc(=O)cc(C)n1-c1ccccc1N1CCOCC1 | -3 | -2 | -6 | 3 | 5 | 3 | 17 | 5 | 3
CCn1c(CNC(=O)c2cccs2)nnc1SCC(=O)Nc1ccc(Cl)cc1 | -6 | 0 | 3 | -1 | 5 | -3 | 1 | -1 | -3
O=c1[nH]c(NCc2ccco2)nnc1Cc1ccccc1Cl | 9 | -3 | -1 | 4 | 15 | -2 | 6 | 17 | -4
CCOC(=O)C1CCCCN1C(=O)c1ccc2nc(Cc3ccc(OC)cc3)oc2c1 (stereo not given) | -3 | -1 | -3 | 1 | 1 | 0 | 10 | 1 | 4
O=C(Nc1ccc(Cc2ccncc2)cc1)c1ccc(Cl)c([N+](=O)[O-])c1 | -4 | -5 | 4 | 0 | -1 | -4 | 4 | -4 | -8
CC/C(=C\C(=O)c1ccncc1)Nc1ccc(Br)cc1 | 2 | 1 | -5 | 1 | 3 | 3 | 0 | 0 | 2
CCOc1ccc(-c2nc(CSc3nncs3)cs2)cc1OC | 2 | 3 | -5 | 5 | -2 | -3 | 0 | 2 | 2
Cc1ccc(NCN2C(=O)C(=O)c3ccccc32)nc1 | -2 | -11 | 1 | 1 | -2 | -1 | 1 | 3 | -4
CCOC(=O)N1CCN(C(=O)C2CCCN(S(=O)(=O)c3ccc(OCC)cc3)C2)CC1 (stereo not given) | -2 | -2 | -3 | 1 | 3 | -1 | 0 | 3 | 2
CS(=O)(=O)Nc1ccc(C2=NN(C(=O)CCCC(=O)O)C(c3cccs3)C2)cc1 (stereo not given) | -4 | 0 | 1 | 10 | 7 | 0 | -2 | -4 | -5
CCc1cccc(NC(=O)C2CCN(c3ncnc4sc(C)c(C)c34)CC2)c1 | . | 0 | . | -3 | 0 | . | 8 | -5 | .
COCCN(C(=O)CCc1nnc(Cc2c[nH]c3ccccc23)o1)C(C)C | 4 | 0 | -1 | 2 | -2 | -3 | 5 | -4 | -3
O=[N+]([O-])c1ccc(C=Nc2ccc(Cl)cc2Cl)s1 | 38* | -3 | -1 | 12 | 6 | -2 | 13 | 64* | -5
CC(C)CCN1CCN(Cc2ccc3nsnc3c2)CC1CCO (stereo not given) | 0 | 2 | 4 | -4 | 2 | -1 | -2 | -11 | 3
COC(=O)CN(c1ccccc1)S(=O)(=O)c1ccc(F)cc1 | 4 | 1 | -7 | 7 | -8 | 1 | 7 | 3 | 1
CSc1c(C#N)c(N)nc2sc(C(=O)c3ccccc3)c(N)c12 | 0 | -2 | -6 | -1 | 5 | -8 | 5 | 0 | -19
O=S(Cc1ccc(Br)cc1)Cc1nnc(SCc2c(F)cccc2Cl)n1-c1ccccc1 (stereo not given) | 0 | 5 | 7 | 2 | 18 | 5 | 4 | 2 | 4
CCCOc1ccc(C(=O)NNC(=S)NC(=O)CC)cc1 | 6 | -2 | -8 | 3 | -2 | 2 | 10 | -3 | 0
CN1C2CCC1CC(NC(=O)c1cccc(C(F)(F)F)c1)C2 (stereo not given) | 2 | 4 | 1 | 21 | 4 | 1 | 18 | 32* | -2
CC1=C(C(=O)OCC2CCCO2)C(c2coc3ccccc3c2=O)C2=C(CC(C)(C)CC2=O)N1 (stereo not given) | 7 | -4 | 1 | 3 | -2 | 1 | 7 | 5 | -1
CCc1cccc(NC(=O)Nc2cccs2)c1 | 8 | 0 | 14 | 3 | 6 | -7 | 8 | 10 | 4
COCCn1c(=N)c(C(=O)NCc2ccco2)cc2c(=O)n3cc(C)ccc3nc21 | 2 | 1 | 1 | -6 | 0 | 1 | -1 | 2 | -5
O=C(COC(=O)c1ccccc1Cl)NC1CCCCCC1 | . | 2 | . | 5 | 31* | . | 6 | 79* | .
CNC(=O)COc1cccc(C(=O)NCc2ccccc2)c1 | 4 | 0 | -1 | 3 | 6 | 3 | 2 | -9 | 6
CCCc1cc(=O)n2[nH]c(C)c(-c3ccc(OC)cc3)c2n1 | -21 | 0 | -9 | 3 | 0 | 0 | 10 | 3 | 4
CCC(C(=O)NC(C)(C)C)N(C(=O)c1ccc(Cl)nc1)C1CCCC1 (stereo not given) | -4 | 3 | -1 | 3 | 0 | -1 | 4 | -13 | 5
CN1CCN(C(=O)C2=C[C@@H](C3CCCCC3)C[C@@H](OCCCCO)O2)CC1 | 1 | -8 | -2 | 4 | 5 | 2 | 2 | -9 | 1
CC(C)Sc1nc2c(cnn2-c2ccccc2)c(=O)[nH]1 | -5 | -8 | 0 | -1 | -6 | -1 | 4 | 5 | -3
COc1ccc(-c2sc3cc4c(cc3c2C#Cc2ccc(N)cc2)OCO4)cc1 | . | 1 | . | 11 | 15 | . | 11 | 29 | .
O=S(=O)(c1ccc(=S)[nH]c1)N1CCN(Cc2ccccc2)CC1 | . | 1 | . | 6 | 2 | . | 5 | -3 | .
CC(C)CC(NC(N)=O)C(=O)Nc1ccc(Oc2ccccc2)cc1 (stereo not given) | 0 | -1 | -1 | 3 | 4 | -2 | 0 | -9 | -4
CC(=O)Nc1ccc(CN2CCN(c3cccc(C(F)(F)F)c3)CC2)cc1 | 0 | -3 | 1 | -6 | 3 | 5 | 10 | -11 | 55*
Next section.
SMILES | GSTO1 inh | PAD4 FP inh | PME-1 primary | PAFAH1B2 FP inh | pPAFAH inh | LYPLA1 inh | PAFAH1B3 FP inh | PAFAH2 FP inh | LYPLA2 inh
CC(NC(=O)CC1SC(N)=NC1=O)c1ccccc1 (stereo not given) | 1 | -3 | 1 | 4 | -5 | 3 | 8 | 5 | 4
CCCCCCCOc1ccc(C(=O)Nc2cccnc2)cc1 | -6 | 1 | -8 | 4 | 1 | -2 | 3 | -5 | -1
CSC1=NCCN1C(=O)c1c(-c2ccccc2Cl)noc1C | -4 | 1 | -6 | 4 | 6 | 0 | 1 | 3 | -4
COc1ccc(NC(=O)c2cccs2)c([N+](=O)[O-])c1 | 1 | -7 | 2 | -4 | 0 | 0 | 7 | 0 | 2
CCn1c(CC(=O)Nc2ccccc2)nnc1SCC(=O)N1CCOCC1 | 0 | 5 | 1 | -2 | 3 | 3 | 4 | -1 | 5
CCC(C)(C)NC(=O)Cc1ccc(C)cc1 | -5 | -2 | 1 | 5 | 5 | 0 | 9 | 1 | 1
Cc1ccc(S(=O)(=O)NCCC(c2ccc(F)cc2)c2ccco2)cc1 (stereo not given) | -4 | 1 | -12 | 13 | 4 | -2 | 9 | -10 | -13
CCOc1ccc(-c2nc(C#N)c(NCC(C)C)o2)cc1 | -6 | -1 | 10 | 6 | 14 | 0 | 1 | 6 | 3
CC(C)(C)c1ccc(C(=O)NC(=S)Nn2cnnc2)cc1 | 3 | -3 | 7 | 4 | 2 | 4 | 6 | -6 | 4
O=C1NC[C@H](c2ccccc2)N(CCc2cccc(F)c2)C1=O | 4 | 3 | -3 | 5 | 3 | -2 | 7 | 4 | -4
Cc1cccc(C(=O)N2CCN(c3ccc(C(F)(F)F)cn3)CC2)c1C | 4 | -5 | 7 | -6 | -3 | 0 | 2 | -6 | 1
COc1ccc(CN2CCNC(=O)C2CC(=O)NCCCn2cccn2)c(OC)c1 (stereo not given) | 0 | 0 | -2 | 4 | 2 | -3 | -2 | -1 | -7
CN(C(=O)CSc1nc(N)nn1-c1ccccc1)c1ccccc1 | 3 | -2 | 1 | 3 | 0 | 0 | 5 | 4 | 1
CCN(c1ccccc1)S(=O)(=O)c1ccc(Cl)c(C(=O)NCc2ccco2)c1 | . | 0 | 4 | 10 | 7 | 3 | 5 | 9 | 0
COc1ccccc1OCCNC(=O)c1c(-c2ccccc2Cl)noc1C | 3 | 1 | -2 | -5 | -5 | 1 | 4 | 5 | -1
Cc1ccc2nc(NNC(=O)c3ccc4c(c3)OCCO4)sc2c1 | 7 | -3 | 0 | 7 | -5 | -4 | 7 | 1 | -6

Not all compounds are listed, so the mix of outcomes need not match the whole.
